High-throughput results as filed in PubChem.
PKA-R2B activ = activates the human PKA-R2B holoenzyme complex; 340,000 tested, 0.079% active; PKA-R2B holoenzyme dissociation, Cy5-IP20 fluorescence polarization; R2B truncated from residue 108, S112A mutant; 0% DMSO only, 100% 113 µM cGMP; AID 504700; activation, % at 11.4 µM;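 active = activation above a cutoff set at the mean over all compounds plus 3 SD, cut at about 18% in these data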;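 also: higher means more holoenzyme dissociation and a rise in polarization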
Target sequence (P31323 whole entry, looked up, other chains not shown, the tested form may be a part): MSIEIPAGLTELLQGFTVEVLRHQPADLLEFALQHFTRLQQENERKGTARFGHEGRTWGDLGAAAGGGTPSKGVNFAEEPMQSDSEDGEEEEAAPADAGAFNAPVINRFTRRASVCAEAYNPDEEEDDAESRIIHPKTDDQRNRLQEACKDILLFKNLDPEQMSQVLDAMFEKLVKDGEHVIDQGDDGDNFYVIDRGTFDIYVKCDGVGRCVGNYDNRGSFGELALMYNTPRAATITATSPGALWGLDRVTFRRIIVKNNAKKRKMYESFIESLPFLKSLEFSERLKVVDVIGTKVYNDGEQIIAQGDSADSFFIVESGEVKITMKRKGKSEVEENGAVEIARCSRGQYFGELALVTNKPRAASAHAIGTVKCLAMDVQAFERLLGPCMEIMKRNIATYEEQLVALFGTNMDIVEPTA
Keap1-Nrf2 PPI = disrupts human Keap1 binding to Nrf2 peptide. Keap1 Kelch-Nrf2 peptide fluorescence polarization, 1536-well. inhibition, % at 9.4 µM. 340,000 tested, 0.15% active. AID 504523; in the data active = inhibition above about 12%; inconclusive = no clear call, values can overlap the other calls; inactive = below about 7.3%;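 also: human Keap1 Kelch domain with fluorescein labeled Nrf2 9mer peptide probe; 0% = neutral control wells and 100% = peptide positive control; higher means more block of Keap1 binding to Nrf2 peptide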
Target sequence (Q14145 whole entry, looked up, the tested form may be a part): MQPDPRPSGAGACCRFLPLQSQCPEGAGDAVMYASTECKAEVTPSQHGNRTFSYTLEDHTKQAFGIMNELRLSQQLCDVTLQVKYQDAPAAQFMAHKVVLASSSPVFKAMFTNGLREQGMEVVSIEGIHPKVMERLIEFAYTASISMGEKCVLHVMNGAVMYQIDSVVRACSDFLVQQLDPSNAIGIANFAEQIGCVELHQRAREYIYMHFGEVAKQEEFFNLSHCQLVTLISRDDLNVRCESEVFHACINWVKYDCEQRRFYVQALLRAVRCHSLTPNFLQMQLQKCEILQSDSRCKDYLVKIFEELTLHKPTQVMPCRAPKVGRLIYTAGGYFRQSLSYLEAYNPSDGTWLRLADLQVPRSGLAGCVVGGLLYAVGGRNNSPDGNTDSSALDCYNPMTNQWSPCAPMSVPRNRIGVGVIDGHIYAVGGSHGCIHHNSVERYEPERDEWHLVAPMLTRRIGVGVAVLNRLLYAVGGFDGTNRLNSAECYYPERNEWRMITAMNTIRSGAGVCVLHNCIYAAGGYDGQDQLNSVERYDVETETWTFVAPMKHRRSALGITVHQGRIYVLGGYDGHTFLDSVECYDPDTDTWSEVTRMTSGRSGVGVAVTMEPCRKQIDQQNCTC
DAGLB inh = blocks human DAGLB lipase activity. Q8NCG7. HEK293T DAGLB membrane lysate, EnzChek fluorogenic substrate. inhibition, % at 5.17 µM. 340,000 tested, 0.059% active; in the data active = inhibition above about 34%;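 also: 0% = enzyme with vehicle and 100% = wells lacking enzyme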
Arr AP2 block = inhibitors of human beta-arrestin and AP2 interaction; FITC-arrestin peptide / GST-AP2 beads, flow cytometry; AP2 beta2 appendage carries R879A mutation; inhibition, % at 10 µM; 340,000 tested, 0.31% active;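 active = inhibition above a set limit, near 3 SD of compounds lacking own fluorescence, cut at about 54% in these data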;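 also: plate controls were DMSO wells for no effect and 5 µM unlabelled arrestin peptide for full effect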
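System: GST-AP2 R879A glutathione beads | Also added: FITC-arrestin peptide, 50 nM | Times: 12 min plus 1 h, RT | Signal: Bead flow cytometry, FITC channel | Buffer or medium: PBS with 0.05% Tween 20 and 0.1% BSA | Read-out basis: Percent drop in bead-associated FITC signal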
SR-BI DiI-HDL act = enhances SR-BI lipid uptake from DiI-HDL; CHO ldlA[mSR-BI] cells, DiI-HDL uptake fluorescence, 3 h; 100 = double the neutral-control signal; activation, % at 12.5 µM; 320,000 tested, 0.096% active; AID 504775;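 active = mean replicate activation of at least 60% and every replicate at or above 60%; inconclusive = mean or all-replicate condition met, but not both; inactive = mean below 60% and not all replicates reaching 60%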;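 also: 0% = median plate neutral-control signal and 100% = twice that signal; values of inactives mirror those of a sister screen read the other way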
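system = CHO ldlA[mSR-BI] cells, LDL receptor-null, SR-BI overexpressing | medium = Ham's F12 with 0.5% BSA, HEPES 25 mM, pH 7.4 | probe or stimulus = DiI-HDL 10 µg/mL | compound dosing = single-point compound dose | incubation = compound exposure 3 h, 37 °C | technique = DiI fluorescence, bottom read | read-out = cell-associated DiI fluorescence as measure of HDL uptake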
SR-BI DiI inh = mouse SR-BI HDL lipid transfer inhibition | ldlA[mSR-BI] CHO cells, DiI-HDL uptake fluorescence, 3 h | inhibition, % at 12.5 µM | AID 488896 | 320,000 tested, 0.96% active | Q61009;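 active = mean replicate inhibition of at least 70% and a set share of replicates each scoring 70 or more; inconclusive = meets just one of the two criteria; inactive = fails both criteria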;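 also: 0% = median of neutral control wells and 100% = median of positive control wells; values of inactives mirror those of a sister screen read the other way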
PvdQ acylase = P. aeruginosa PvdQ acylase inhibition | purified PvdQ acylase, fluorescence plate reader | inhibition, % at 10 µM | 340,000 tested, 0.063% active | AID 488965; in the data active = inhibition above about 30%, passing the limit was not always enough; inconclusive = no clear call, values can overlap the other calls;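 also: 0% = vehicle neutral wells and 100% = reference inhibitor wells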
NSD2 inh = inhibitors of human histone methyltransferase NSD2; 310,000 tested, 0.54% active; AID 743445; O96028; inhibition, % at 12.5 µM; NSD2 peptide methylation, AlphaScreen, 120 min; in the data active = inhibition above about 50%
Cardiac RTF inh = cardiac RTF calcium desensitization; inhibition, % at 7.15 µM; IANBD-labeled cardiac RTF, Ca2+ fluorescence; 340,000 tested, 0.12% active; P19429+P45379;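 active = inhibition above the mean inhibition of all tested compounds plus 3 SD, cut at about 17% in these data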;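 also: assay run at fixed EC70 calcium of 1.6 mM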
C-LANA FP = blocks KSHV LANA C-terminal domain binding to DNA; 340,000 tested, 0.078% active; inhibition, % at 9 µM; MBP-C-LANA/FAM-LBS DNA binding, fluorescence polarization;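 active = highest replicate inhibition at or above 60% at 9 µM, even if other replicates fall short; inactive = all replicates below 60% inhibition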;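 also: 0% = neutral control wells and 100% = 4 µM acridine orange control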
Starred values were filed as active, the others as inactive; ? = inconclusive; . = not tested or not shown.

SMILES	PKA-R2B activ	Keap1-Nrf2 PPI	DAGLB inh	Arr AP2 block	SR-BI DiI-HDL act	SR-BI DiI inh	PvdQ acylase	NSD2 inh	Cardiac RTF inh	C-LANA FP
O=C(c1ccco1)N1CCN=C1SCc1ccc(F)cc1	0	-1	0	6	.	.	-11	.	-3	0.5
Cn1cccc1/C=C1\SC(=S)N(NC(=O)c2ccccc2O)C1=O	-12	-24	8	11	.	.	6	.	-39	-6.0
CCN(C[C@H]1N[C@@](Cc2ccccc2)(C(=O)OC)[C@H]2C(=O)N(Cc3ccccc3)C(=O)[C@@H]12)C(=O)COc1ccccc1	-5	-4	1	0	3	-3	-4	.	0	2.6
O=C(NCC1OCCc2ccccc21)c1ccc(NC(=O)c2ccc(Cl)cc2Cl)cc1 (stereo not drawn)	1	2	0	-1	-48	48	-11	-1	-4	2.2
O=C(Nc1cccnc1)c1cccc(S(=O)(=O)N2CCc3ccccc32)c1	-8	-1	1	1	-3	3	-13	-2	-8	-0.8
Cc1ccc(C)c(NC(=O)CSc2nnc(-c3ccncc3)n2N)c1	-6	-1	1	-4	14	-14	-15	-3	2	-0.7
Cn1c(=O)c2c(ncn2CCc2ccccc2)n(C)c1=O	-1	2	1	31	19	-19	1	-2	-7	0.0
O=C(O)C1CCN(S(=O)(=O)Cc2ccccc2)CC1	8	0	0	0	-3	3	9	0	-2	-0.1
CC1CCc2c(C(=O)Nc3cccc(-c4nn[nH]n4)c3)csc2C1 (stereo not drawn)	0	1	2	5	-33	33	-11	12	-4	1.8
Cc1ccc(COCCN2CCN(S(=O)(=O)c3ccc(C)cc3)CCC2=O)cc1	-4	-1	0	17	48	-48	-3	.	0	0.8
Cc1cc(C(=O)NNC(=O)c2cccs2)c(C)o1	4	2	-1	3	13	-13	14	1	-2	-1.0
O=C(O)c1ccc(NC(=O)c2cccs2)cc1	0	2	0	1	13	-13	0	-5	1	1.1
COc1ccc(NC(=O)COC(=O)CNS(=O)(=O)c2ccccc2)cc1OC	1	-2	0	0	19	-19	-8	-2	-1	-0.9
O=C(Nc1ccc(NC(=O)c2cccs2)cc1)c1ccc(Br)o1	8	0	3	2	-54	54	-13	.	0	-1.7
Cc1ccc(SCc2noc(-c3c(C)noc3C)n2)cc1	-6	-3	-19	37	7	-7	5	.	-4	-0.1
O=C(Nc1ccccc1)c1cc(S(=O)(=O)N2CCOCC2)cs1	3	4	0	13	-25	25	2	.	-2	1.4
COc1ccc(OCCSc2ncn[nH]2)cc1	7	4	-1	-3	34	-34	-29	14	-4	-1.3
CN(/N=C/c1ccc(Cl)cc1)c1ncc(Cl)cc1C(F)(F)F	9	2	-5	-9	-27	27	2	14	0	-0.9
CC(C(=O)Nc1ccc2c(c1)OCCO2)n1nnc(-c2ccccc2)n1 (stereo not drawn)	-5	-2	-2	-3	16	-16	-2	-3	-3	1.6
CCn1c(SCC(=O)N2CCN(c3ccccc3)CC2)nnc1-c1cc2cc(Cl)ccc2o1	-10	5	-2	7	-13	13	-4	2	-1	-1.4
Cc1cccc(NC(=O)COC(=O)Cc2cccs2)c1C	-4	0	-1	46	4	-4	-3	1	-1	0.7
O=C(Cn1nc(Br)nc1Br)c1ccccc1	1	-2	-3	-2	28	-28	-17	-6	-4	2.3
O=C(CS(=O)(=O)Cc1ccccc1)NCC1CCCO1 (stereo not drawn)	5	-4	3	-6	-5	5	-13	-4	1	-2.2
O=C(CN1CCCCC1)Nc1cccc(Br)c1	-11	1	0	16	6	-6	-1	-1	-23	-5.9
CC(C)c1cc(CN2CCN(C3CCCC3)C(CCO)C2)[nH]n1 (stereo not drawn)	-8	1	0	7	15	-15	-19	-1	-1	1.9
C=CCN1CCc2c(cc(O)c(O)c2Br)[C@@H](c2ccccc2)C1	-4	-4	4	-4	-5	5	-15	.	2	0.3
COc1cccc(CNC(=O)c2ccc3c(c2)S(=O)(=O)N=C2CCCCCN23)c1	-3	-3	-1	3	-11	11	-8	1	-3	-1.2
COc1ccc(C(=O)Nc2ccccc2C(=O)O)cc1Cl	1	-5	6	5	32	-32	-5	-2	4	-2.5
O=C(CSc1nnc(Cn2cnc3ccccc32)o1)Nc1cccc2ccccc12	-8	-6	2	0	?	-333	-10	.	-9	-1.1
N#C/C(=C\c1ccc(F)cc1)c1n[nH]c(Cn2cncn2)n1	9	0	-3	6	14	-14	-6	1	-22	0.1
O=C(NCCCN=C1NS(=O)(=O)c2ccccc21)c1ccc(S(=O)(=O)N2CCCCC2)cc1	-15	1	-1	34	22	-22	8	-2	0	-0.6
Cc1nc(NC(=O)CSc2nnc(-c3ccncc3)n2C)sc1C	3	-4	-1	5	13	-13	6	-3	10	-1.5
CCN(CC)C(=O)C1CCCN(c2ccc([N+](=O)[O-])cc2)C1 (stereo not drawn)	-8	-2	1	6	-10	10	4	0	-11	-2.7
S=c1[nH]nc(COc2ccccc2)n1/N=C/c1ccccn1	-4	0	-1	-5	13	-12	-13	.	1	1.1
Cc1onc(-c2ccccc2)c1C(=O)Nc1ccc2c(c1)OCCO2	3	-3	-3	0	-4	4	-8	-1	-10	-0.7
O=C(CC(c1ccccc1)c1ccccc1)Nc1ccc(Cl)cn1	-1	-3	-5	-3	-18	18	-3	0	-5	0.5
CCSc1nnc(NC(=O)C2CC(=O)N(Cc3ccccc3)C2)s1 (stereo not drawn)	3	-7	0	22	2	-2	-10	1	-3	1.6
Cc1ccc(C(=O)Nc2cccc(C(=O)NCc3ccccc3)c2)o1	9	-2	-2	3	14	-14	-9	-1	-4	-1.1
C=CCn1c(C)cc(C(=O)COC(=O)/C=C/c2ccc(OC)cc2)c1C	-8	-7	-2	5	-13	13	-13	-1	2	2.0
COc1ccc(N2C(=O)/C(=C\c3ccco3)N=C2SCC(=O)NC(C)(C)C)cc1Cl	-3	-4	7	0	-8	8	-6	-1	-14	-0.2
O=C(c1ccc([N+](=O)[O-])cc1)N1CCN=C1SCc1ccccc1	2	-2	0	-3	-4	4	-6	5	0	2.1
O=C(CCCn1c(SCc2cccc(F)c2)nc2ccccc2c1=O)NCC1CCCO1 (stereo not drawn)	4	-3	-1	22	-19	19	-4	.	5	-1.5
O=C(Cc1c(O)c2ccccc2[nH]c1=O)NC1CCCCCC1	5	-2	-1	-45	20	-20	-6	-5	2	1.4
CCc1ccc(NC(=O)C(C)OC(=O)CCN2C(=O)C3CC=CCC3C2=O)cc1 (stereo not drawn)	-7	-1	-2	7	14	-14	-3	0	-17	-1.5
CN1OC(COC(=O)c2ccc(Cl)cc2)CC1c1ccccc1 (stereo not drawn)	-9	-3	-9	-1	6	-6	-16	-3	-5	-1.1
COc1ccc(OCc2nnc(SCC(=O)NC3CC3)n2C)cc1	8	-1	-4	-6	.	16	3	1	2	-0.2
O=C(O)CSc1nnc(Cn2nnc3ccccc32)n1CCc1ccccc1	1	-3	0	0	-16	16	13	1	-21	-0.5
Cn1c(=O)c(C(=O)NNC(=O)c2ccccc2Br)c(O)c2ccccc21	16	2	13	56*	-20	20	-4	7	12	-1.2
Cc1nc(SCc2nc3ccccc3[nH]2)c2oc3ccc(Br)cc3c2n1	8	-6	-1	-2	4	-4	-9	.	-3	-0.7
O=C(COC(=O)c1ccccc1Nc1ccc(SC(F)F)cc1)NC1CC1	-8	3	-2	-8	-48	48	3	-3	-4	2.0
Cc1ccc(C(=O)N/C(=C/c2ccco2)C(=O)NCCCn2ccnc2)cc1	1	-5	-1	-1	36	-36	-8	0	-2	-1.2
Cn1c(=O)c2c(nc(NCc3ccco3)n2C/C=C/c2ccccc2)n(C)c1=O	-9	-2	2	3	9	-9	-15	.	-19	0.2
COC(=O)c1ccc(CSc2nnc3n(Cc4ccccc4OC)c(=O)c4ccccc4n23)o1	-2	4	3	0	-5	5	-11	-1	-2	0.6
CC1(C)Cc2nc3oc4c(=O)n(CC(=O)Nc5cccc(Cl)c5)cnc4c3cc2CO1	-12	-1	-2	28	13	-13	1	-2	4	-1.2
CCc1ccccc1NC(=O)C(Cc1ccccc1)c1nn[nH]n1 (stereo not drawn)	-4	-2	3	6	7	-7	-4	-3	2	0.9

Two records drawn at random from the list so far, as already listed:
SMILES	PKA-R2B activ	Keap1-Nrf2 PPI	DAGLB inh	Arr AP2 block	SR-BI DiI-HDL act	SR-BI DiI inh	PvdQ acylase	NSD2 inh	Cardiac RTF inh	C-LANA FP
O=C(O)C1CCN(S(=O)(=O)Cc2ccccc2)CC1	8	0	0	0	-3	3	9	0	-2	-0.1
O=C(Nc1cccnc1)c1cccc(S(=O)(=O)N2CCc3ccccc32)c1	-8	-1	1	1	-3	3	-13	-2	-8	-0.8

Look-ups from above.
In PvdQ acylase, `O=C(O)CSc1nnc(Cn2nnc3ccccc32)n1CCc1ccccc1` is entered as 13
In DAGLB inh, `Cc1ccc(C(=O)N/C(=C/c2ccco2)C(=O)NCCCn2ccnc2)cc1` is entered as -1
In Cardiac RTF inh, `COc1ccc(OCc2nnc(SCC(=O)NC3CC3)n2C)cc1` is entered as 2
In Cardiac RTF inh, `CC1(C)Cc2nc3oc4c(=O)n(CC(=O)Nc5cccc(Cl)c5)cnc4c3cc2CO1` is entered as 4

3 of the compounds above, with values under each structure.
Values run as follows: PKA-R2B activ | Keap1-Nrf2 PPI | DAGLB inh | Arr AP2 block | SR-BI DiI-HDL act | SR-BI DiI inh | PvdQ acylase | NSD2 inh | Cardiac RTF inh | C-LANA FP
> COc1ccc(OCc2nnc(SCC(=O)NC3CC3)n2C)cc1
 : 8 | -1 | -4 | -6 | . | 16 | 3 | 1 | 2 | -0.2
> O=C(O)CSc1nnc(Cn2nnc3ccccc32)n1CCc1ccccc1
 : 1 | -3 | 0 | 0 | -16 | 16 | 13 | 1 | -21 | -0.5
> Cn1c(=O)c(C(=O)NNC(=O)c2ccccc2Br)c(O)c2ccccc21
 : 16 | 2 | 13 | 56* | -20 | 20 | -4 | 7 | 12 | -1.2

In the list so far, 2 contain a nitro group on carbon:
SMILES	PKA-R2B activ	Keap1-Nrf2 PPI	DAGLB inh	Arr AP2 block	SR-BI DiI-HDL act	SR-BI DiI inh	PvdQ acylase	NSD2 inh	Cardiac RTF inh	C-LANA FP
CCN(CC)C(=O)C1CCCN(c2ccc([N+](=O)[O-])cc2)C1 (stereo not drawn)	-8	-2	1	6	-10	10	4	0	-11	-2.7
O=C(c1ccc([N+](=O)[O-])cc1)N1CCN=C1SCc1ccccc1	2	-2	0	-3	-4	4	-6	5	0	2.1
